# Tb PYK inh: inhibitors of Trypanosoma brucei pyruvate kinase | 410,000 tested, 0.12% active | AID 624173 | Q57TT1 | TbPYK enzyme, Kinase-Glo Plus ATP luminescence, 45 min | Potency, µM (top dose mostly 76.8 µM), without a hit: at the top dose activity, negative = inhibition, most hits filed as inhibitors; note: potency is the fitted concentration of half-maximal effect; nearly all actives have a fitted effect of over 50% in size
#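 Screened from lowest to highest concentration, compounds were pinned into TbPYK/substrate mixtures, and ADP (130 uM final) was added. Plates sat at room temperature for 45 min prior to Kinase-Glo Plus detection by luminescence.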
# AMA1-RON2 inh: inhibitors of Plasmodium falciparum AMA1-RON2 interaction. Potency, µM (top dose mostly 58.2 µM), for inactives: at the top dose activity change, negative = inhibition, most hits filed as inhibitors. AlphaScreen AMA1-biotinylated RON2 peptide binding. 360,000 tested, 0.2% active. AID 720542;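 note: potency is the fitted concentration of half-maximal effect; 0% = vehicle wells and -100% = peptide control; nearly all actives have a fitted effect of over 45% in size; some results filed as inactive show a strong effect at the top dose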
#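 AMA1 (3D7) with his tag at 25 nM final met compounds first, then biotinylated RON2 peptide at 25 nM; detection used donor plus acceptor beads, 10 µg/mL apiece, read by AlphaScreen after 30 min at room temperature.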
# Sm TGR inh: blocks Schistosoma mansoni thioredoxin glutathione reductase; Q962Y6; purified TGR, DTNB reduction, TNB absorbance 405 nm; Potency, µM (top dose mostly 114 µM), for the others: at the highest dose activity change, negative = inhibition, hits mostly inhibitors; 360,000 tested, 3% active; AID 485364; note: potency is the fitted concentration of half-maximal effect; nearly all actives have a fitted effect of over 60% in size
#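 First, TGR (20 nM dispensed) and NADPH were mixed with compound. Second, a 15 min room-temperature incubation followed. Third, further NADPH and then DTNB were added to start the reaction. Finally, TNB absorbance was monitored kinetically.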
# HCMV inh: blocks human cytomegalovirus replication. HFF cells, HCMV-luciferase reporter, 72 h; stronger effect = lower value. AID 1259415. 410,000 tested, 4.5% active. activity change, negative = inhibition, % at 57.5 µM; in the data active = activity change below about -60%; inconclusive = no clear call, values can overlap the other calls; inactive = above about -39%
#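 Luciferase read-out from HCMV-luciferase-infected HFFs (MOI 1 PFU/cell) 72 h post infection at 37C; compounds added after 16 h cell attachment; activity normalized between buffer-only basal and Salinomycin (10uM) inhibitor controls.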
# LmPK inhibitor: blocks Leishmania mexicana pyruvate kinase activity; Potency, µM (series often up to 57.5 µM), inactives show at the top dose activity change, negative = inhibition, hits mostly inhibitors; AID 1721; 290,000 tested, 0.37% active; Q27686; purified LmPK, Kinase-Glo ATP luminescence, 1 h; note: potency is the fitted concentration of half-maximal effect
# Target sequence (Q27686 whole entry, looked up): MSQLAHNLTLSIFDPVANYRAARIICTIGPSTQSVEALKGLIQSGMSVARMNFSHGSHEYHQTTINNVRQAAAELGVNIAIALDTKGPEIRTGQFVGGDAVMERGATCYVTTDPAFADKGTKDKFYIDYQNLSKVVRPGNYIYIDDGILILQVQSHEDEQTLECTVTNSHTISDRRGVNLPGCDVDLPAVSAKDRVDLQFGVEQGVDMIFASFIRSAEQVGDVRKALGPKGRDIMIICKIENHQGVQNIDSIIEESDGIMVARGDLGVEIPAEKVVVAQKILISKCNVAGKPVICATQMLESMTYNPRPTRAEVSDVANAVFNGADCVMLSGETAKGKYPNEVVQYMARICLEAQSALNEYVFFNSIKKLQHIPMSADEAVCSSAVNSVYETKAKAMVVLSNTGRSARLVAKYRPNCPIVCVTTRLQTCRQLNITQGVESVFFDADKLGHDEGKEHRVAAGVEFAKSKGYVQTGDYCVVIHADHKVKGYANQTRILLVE
#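 Kinase-Glo luminescence read after 1 h RT reaction of 0.1 nM LmPK with 0.5 mM PEP and 0.1 mM ADP. Activity scaled between uninhibited and enzyme-free controls.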
# AmpC detergent: AmpC beta-lactamase inhibition with detergent present; P00811; AmpC hydrolysis of nitrocefin, absorbance 480 nm, 0.01% Triton; Potency, µM (highest dose often 114 µM), for the others: at the highest dose activity change, negative = inhibition, usual class: inhibitors; 370,000 tested, 0.041% active; AID 485294;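 note: potency is the fitted concentration of half-maximal effect; 0% = no-compound wells and -100% = no-enzyme wells; nearly all actives have a fitted effect of over 25% in size; some results filed as inactive show a strong effect at the top dose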
# Target sequence (P00811 whole entry, looked up): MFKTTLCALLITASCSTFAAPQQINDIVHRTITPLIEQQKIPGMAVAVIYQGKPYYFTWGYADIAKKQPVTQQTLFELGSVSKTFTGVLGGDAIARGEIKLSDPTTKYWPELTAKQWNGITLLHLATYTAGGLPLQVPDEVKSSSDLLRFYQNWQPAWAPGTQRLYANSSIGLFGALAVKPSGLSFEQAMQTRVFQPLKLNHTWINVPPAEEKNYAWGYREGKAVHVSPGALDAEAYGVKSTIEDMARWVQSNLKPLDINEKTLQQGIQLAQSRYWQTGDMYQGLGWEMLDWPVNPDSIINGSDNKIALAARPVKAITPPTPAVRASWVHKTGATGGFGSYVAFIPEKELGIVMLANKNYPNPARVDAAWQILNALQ
#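 20 mM phosphate pH 7.0 + 0.01% (detergent screen) or 0.0001% Triton X-100; 5.3 nM AmpC reagent; cpd preinc 15 min RT; nitrocefin (800 uM stock) to start; A480 q20 s × 4 min; Activity was normalised to no-enzyme and no-compound control wells.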
# AmpC inh no detg: inhibitors of E. coli AmpC beta-lactamase without detergent; 330,000 tested, 0.52% active; P00811; Potency, µM (doses to about 57.1 µM), for the others: at the highest dose activity change, negative = inhibition, usual class: inhibitors; AID 485341; AmpC nitrocefin hydrolysis, absorbance 480 nm, 0.0001% Triton;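 note: potency is the fitted concentration of half-maximal effect; plate controls were no compound for no effect and no enzyme for full effect; nearly all actives have a fitted effect of over 20% in size; some results filed as inactive show a strong effect at the top dose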
#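 AmpC (5.3 nM in the dispensed reagent) in 20 mM phosphate pH 7.0 with 0.01% (detergent screen) or 0.0001% Triton X-100 was preincubated with compounds for 15 min at room temperature. Nitrocefin was then added from an 800 uM solution, and hydrolysis was followed at 480 nm.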
# * marks the source's active call; other numbers are inactive results; ? = inconclusive; . = no result given; & = joins results of further samples; [ ] = remark or other dose. Unless noted, calls come from the whole dose curve; as a rule, active = well fitted curve in the direction sought with a large enough effect; inconclusive = small, poorly fitted or top-dose-only effect, or another doubt; inactive = no such curve, though single readings can be large; an effect the other way counts as inactive or inconclusive. Unless noted, % is set by controls: 0 for no effect and ±100 for the full control effect.
Molecule	Tb PYK inh	AMA1-RON2 inh	Sm TGR inh	HCMV inh	LmPK inhibitor	AmpC detergent	AmpC inh no detg
Cc1ccc(S(=O)(=O)c2cnc(-c3ccccc3)nc2N2CCN(C)CC2)cc1	2%	-10%	20%	-12	0%	-7%	23%
CCc1cc2c(N3CCCCC3)ncnc2s1	-9%	3%	-16%	-26	0%	-4%	9%
COc1ccc2c(CNCc3cccs3)c(C(=O)O)n(Cc3cccc(F)c3)c2c1	-2%	.	-1%	-1	.	-6%	.
O=C(NC(c1ccc(Cl)cc1)c1ccsc1)C1CCN(CCOc2ccc(Cl)cc2)CC1 (stereo unspecified)	0%	-6%	.	32	.	.	.
COc1ccc(C(=O)O/N=C(\N)c2ccc(Cl)cc2)cc1	0%	17%	7%	71	-13%	-7%	-22%
C/C(=N\Nc1nc2ccccc2s1)c1cccs1	-8%	?	3%	-22	-6%	10%	-2%
O=C(Nc1cc(=O)[nH]c(=O)[nH]1)c1cccc(C(F)(F)F)c1	8%	-7%	-7%	-1	0%	2%	-4%
COc1ccc(OC)c(-c2csc3nnc(SCC(=O)Nc4ccc(NC(C)=O)cc4)n23)c1	-1%	10%	3%	11	3%	-17%	-23%
Cc1cc(C)n(-c2ccc(C(=O)Nc3ccc4c(c3)OCCO4)cc2)n1	7%	3%	-2%	5	-3%	-3%	-7%
O=C(NC1CCCCCC1)C1CCN(C(=O)c2ccc(Cl)cc2)CC1	9%	19%[11.6 µM]	-3%	-37	.	6%	35%
CC(C)[C@H](NC(=O)c1ccccc1)C(=O)OCC(=O)NCC1CCCO1 (stereo partly specified)	1%	11%	.	88	.	.	-9%
CCn1cc(S(=O)(=O)c2ccc(C)cc2)c(=O)c2cc(F)c(N3CCN(C)CC3)cc21	1%	-4%	10%	-4	-2%	1%	53%
CCOCCCn1c(SCC(=O)Nc2oc(C)c3c(C)n[nH]c(=O)c23)nnc1-c1ccncc1	-7%	13%	-22%	-4	.	-14%	-6%
CCCCNC(=O)/C(=C/c1ccco1)NC(=O)c1ccco1	3%	39%[activator]	-26%	20	1%	-3%	-8%
Cc1nn(C2CCS(=O)(=O)C2)c(C)c1CN(C)C(=O)c1ccc(S(=O)(=O)N(C)C)cc1 (stereo unspecified)	-4%	-7%	.	-29	.	.	-29%
COC(=O)c1cc2c(s1)-c1ccccc1OC2	-4%	101%[activator]	-23%	39	-3%	?	-23%
CCOC(=O)c1ccc(-c2c(-c3cc(OC)c(OC)c(OC)c3)noc2C)cc1F	2%	16%	-21%	21	-5%	?	141%[activator]
CCN(CC)c1cnn(C/C(=N\OC)c2ccc(Cl)cc2)c(=O)c1Br	1%	1%	-2%	-32	5%	1%	2%
COC(=O)c1cnc(Oc2ccc(NC(=O)NC(=O)c3c(OC)cccc3OC)cc2)cc1C(F)(F)F	-4%	3%	-15%	-98*	-3%	-4%	3%
COc1ccc(OCCC(=O)OCC(=O)NC(=O)NC(C)C)cc1	1%	-6%	-2%	-9	-1%	2%	7%
CCOc1ccc(NC(=O)CC2C(=O)N(CC)C(=S)N2NC(=O)c2ccncc2)cc1 (stereo unspecified)	3%	4%	3%	3	1%	7%	-4%
CS(=O)(=O)Oc1ccc(Br)c2cccnc12	-2%	-1%	-20%	-27	-8%	3%	4%
Cc1nc(-c2ccccc2)sc1-c1ccc(SCC(=O)NCc2ccccc2)nn1	-1%	.	0%	-22	.	-2%	.
CCCNC(=O)NC(=O)CSc1nncs1	5%	6%	6%	-23	6%	-3%	-8%
C[C@@H]1CN([C@@H](C)CO)C(=O)CCCn2nncc2CO[C@H]1CN(C)S(=O)(=O)c1ccc(Cl)cc1	15%	12%	.	11	.	.	.
CCc1nn(CCCC(=O)NC2CCCCC2C)c(=O)c2cc3occc3n12 (stereo unspecified)	-13%	0%	.	-3	.	.	.
CC12CCC(C(=O)NC3CCCC3)(CC1=O)C2(C)C (stereo unspecified)	3%	-2%	2%	-14	-9%	1%	-14%
CC(=O)Nc1cccc(NC(=S)Nc2cccc(Cl)c2Cl)c1	2%	2%	.	-36	2%	-1%	-41%
C[C@@H]1C[C@H]2[C@@H]3C[C@H](F)C4=CC(=O)C=C[C@]4(C)[C@@]3(Cl)[C@@H](O)C[C@]2(C)[C@H]1C(=O)COC(=O)C(C)(C)C	-3%	-5%	-6%	31	.	-14%	-15%
Cc1ccc(C(=O)COC(=O)c2c(C)cc(=O)oc2C)cc1[N+](=O)[O-]	-3%	4%	1%	-8	4%	-2%	-22%
COC(=O)C1=CCCN(C)C1	1%&7%	8%	9%	-5	5%	-2%	-10%
COc1ccc(-c2[nH]ncc2N=Nc2ccccc2)cc1	-2%	-19%	7%	?	-1%	-13%	-13%
O=C(/C=C/c1ccccc1)NC(=S)NNC(=O)c1cccnc1	-19%	38%[activator]	-1%	30	-2%	-12%	-19%
O=C(O)c1ccc(-n2nc(C(F)(F)F)cc2-c2cccs2)cc1	-2%	2%	0%	-2	0%	1%	-10%
COc1ccccc1C(=O)Nc1nnn(C)n1	1%	-13%	3%	-2	-3%	?	-6%
Cc1cc(Cl)ccc1C(=O)C1CCCN(C(=O)c2cnn(C(C)C)c2)C1 (stereo unspecified)	-6%	-7%	-19%	-23	3%	3%	97%[activator]

# Some of the entries above in a different format.
# Every second line gives: Tb PYK inh	AMA1-RON2 inh	Sm TGR inh	HCMV inh	LmPK inhibitor	AmpC detergent	AmpC inh no detg
- Cc1cc(Cl)ccc1C(=O)C1CCCN(C(=O)c2cnn(C(C)C)c2)C1 (stereo unspecified)
  -6%	-7%	-19%	-23	3%	3%	97%[activator]
- CC(=O)Nc1cccc(NC(=S)Nc2cccc(Cl)c2Cl)c1
  2%	2%	.	-36	2%	-1%	-41%
- O=C(/C=C/c1ccccc1)NC(=S)NNC(=O)c1cccnc1
  -19%	38%[activator]	-1%	30	-2%	-12%	-19%

# (cont.)
Molecule	Tb PYK inh	AMA1-RON2 inh	Sm TGR inh	HCMV inh	LmPK inhibitor	AmpC detergent	AmpC inh no detg
CN(C)S(=O)(=O)c1ccc(N2CCCC2)c(C(=O)Nc2ccccc2F)c1	-4%	6%	5%	-16	.	-9%	-28%
Cc1ccc(N2CC(C(=O)Nc3ccc4c(c3)OCO4)CC2=O)cc1C (stereo unspecified)	-4%	-9%	8%	4	0%	?	-22%
Cc1ccc(Cn2nc(C)c(NC(=O)C3(C)CC3(Br)Br)c2C)cc1 (stereo unspecified)	0%	-16%	-3%	-28	-3%	0%	-2%
O=C(Oc1ccc(-c2ccccc2)cc1)C1C2CCCCC21 (stereo unspecified)	1%	-15%	?	?	-1%	?	-9%
COc1ccc2[nH]c(=O)c(CNC3CCCCC3)cc2c1	-22%	-2%	4%	0	5%	0%	-31%
Cc1ccc(-c2csc(-c3c[nH]c4ccccc34)n2)cc1	1%	?	12%	-3	-2%	?	-17%
COc1ccc(CN2c3cc(S(=O)(=O)N4CCOCC4)ccc3N3CCCC32)cc1 (stereo unspecified)	-7%	-8%	?	28	1%	-4%	1%
O=C(Cn1nnc(-c2ccccc2)c1COc1ccc2ccccc2c1)NCC1CC1	4%	-8%	.	21	.	.	.
Cc1ccccc1NC(=O)C1CCC(CNS(=O)(=O)c2ccc3c(c2)C(C)(C)C(=O)N3C)CC1 (stereo unspecified)	-1%	.	24%	-1	.	1%	.
O=C(CN(C(=O)c1csnn1)c1cccc(Cl)c1)NCCc1ccccc1	-6%	0%	-5%	16	5%	-9%	-3%
CCOC(=O)c1sc(Nc2nc3ccc(OC)cc3s2)cc1C	-5%	-18%	-2%	?	2%	3%	-42%
COc1cccc(CNc2nc3cc(-c4ccc(C)cc4)sc3c(=O)n2C)c1OC	0%	-4%	.	2	.	.	.
CCC(CC)c1nnc(NC(=O)c2nc3nc(C)cc(C)n3n2)s1	6%	49%[activator]	0%	6	-1%	-9%	-2%
COc1ccc(NC(=O)COc2cccnc2[N+](=O)[O-])cc1OC	0%	16%	-7%	5	6%	-15%	-7%
N=c1c2c(-c3ccccc3)c(-c3ccccc3)n(Cc3ccco3)c2ncn1CCO	0%	-19%	?	-5	2%	-4%	48%
COc1ccc(NCc2nnc(SCC(=O)c3ccc(OC)cc3)o2)cc1	5%	8%	-20%	-8	9%	-7%	-18%
CN(C)c1cccc(C(=O)NCc2ccc(Cl)cc2)c1	1%	-6%	-3%	-26	10%	-6%	11%
Cc1ccc(CC(=O)N2CCN(Cc3ccccc3)CC2)cc1	2%	-11%	1%	7	0%	0%	53%
Cc1ncc([N+](=O)[O-])n1CC(=O)Nc1cccc(C(F)(F)F)c1	2%	0%	102%[activator]	8	-1%	-4%	-18%
CCOc1ccc(-n2c(SCC(=O)Nc3cc(OC)c([N+](=O)[O-])cc3C)nc3ccccc32)cc1	-20%	6%	9%	66	1%	1%	-25%
CC(NCCc1ccc(S(N)(=O)=O)cc1)C(=O)NCc1ccccc1 (stereo unspecified)	3%	-1%	16%	-28	-1%	-3%	-9%
NC(=O)c1cc(Br)cc2c3c([nH]c12)CCCC3	-2%	-24%	8%	22	1%	-1%	-14%
O=C(Cc1ncn[nH]1)NCCc1ccccc1	3%	32%[activator]	-6%	-5	0%	?	-8%
COc1cccc(/C=C2/C(=O)NN(c3ccccc3)C2=O)c1	?	-5%	0%	.	5%	2%	-18%
Oc1ccccc1N=Nc1ccccc1O	-4%	-59%	3%	-99*	-4%[11.5 µM]	-2%	-20%
NS(=O)(=O)c1ccc(CCNC(=O)CSc2nc3ccccc3c3nc(CCN4CCCCC4)nn23)cc1	2%	-5%	1%	-13	7%	0%	1%
Cc1nc(C)c(C(=O)Nc2nc3c(C)cccc3s2)o1	-18%	5%	-22%	-13	-3%	-2%	-33%
CC(=O)NC1CC2CCCC(C1)N2C(=O)Nc1cccc(C)c1 (stereo unspecified)	6%	3%	.	3	.	.	.
Cc1ccc(CSCC(=O)Nc2ccc3c(c2)OCO3)cc1	-3%	-6%	-8%	-3	1%	4%	-23%
Cc1ccc(S(=O)(=O)Nc2ccccn2)cc1[N+](=O)[O-]	6%	4%	3%	-19	3%	?	-9%

# Screening data as filed in PubChem BioAssay.
